# High-throughput results (PubChem)
# CCT modulator: High-Throughput Screening for Modulators of Cytosolic Chaperonin Activity; AID 651819, 2012; activity change, % (no concentration beside the values), hits read low; purified chaperonin ATPase assay, HTRF ADP detection, 30 min; 0.3% of 360,000 active; in the data active = activity change below about -30%; also: % is scaled to controls: 0 for no effect and ±100 for the full control effect
#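 ATPase activity: ADP formed was measured by HTRF Transcreener (665/615 nm ratio) after 30 min at 37 deg C with 10 uM ATP. Compounds screened at one 76 uM concentration against 40 or 20 nM TRiC in Tris pH 7.4/KCl/MgCl2/DTT buffer.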
# MmCpn inh: Inhibitors of TCP-1 ring complex (TRiC) of Methanococcus maripaludis (MmCpn): qHTS; Potency, µM (doses to about 76.9 µM), for inactives: top-dose activity, negative = inhibition, actives largely listed as inhibitors; purified Mm-Cpn ATPase, ADP Transcreener TR-FRET; 0.031% of 330,000 active; Chaperonin Mm-Cpn (Methanococcus maripaludis); AID 504842, 2011; also: potency is read from the fitted curve at half-maximal effect; % is scaled to controls: 0 for no effect and ±100 for the full control effect; nearly all actives have a fitted effect of over 80% in size
#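 Quantitative HTS used 25 nM Mm-CPN and 10 uM ATP in magnesium/KCl Tris buffer, pH 7.4, with 1 mM DTT. Hydrolysis ran 30 min at 37°C; ADP was read by HTRF.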
# EPAC2 ag: qHTS for Agonist of cAMP-regulated guanine nucleotide exchange factor 4 (EPAC2): primary screen; Rap guanine nucleotide exchange factor 4 (Homo sapiens), Q8WZA2; EPAC2 activation, biochemical qHTS; response scale: 100% = 6.5 mM cAMP response; Potency, µM (titrated, usually from 154 µM), inactives show at the highest dose activation, most hits filed as activators; 0.079% of 360,000 active; also: potency is read from the fitted curve at half-maximal effect; nearly all actives have a fitted effect of over 50% in size
#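 Setup: EPAC2 100 nM, labeled Rap1B complex 250 nM, free GDP 50 uM. Compound titrations pinned in, brief spin, 5 min room temperature incubation. Kinetic fluorescence read over 30 min, normalized to 6.5 mM cAMP.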
# pAkt inh: HTS Assay for Inhibitors of Akt Phophorylation: Primary Screen | 0.32% of 360,000 active | activity change, % for hits at 50 µM | Neuro2A IGF-stimulated pAkt S473 HTRF, 20 min; active compounds read low; in the data active = activity change below about -80%; inconclusive = mostly about -51% to -80%; also: % is scaled to controls: 0 for no effect and ±100 for the full control effect
#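 Neuro2A cells (4,500/well, DMEM with 0.5% FBS) were treated with compound at a single 50 µM final concentration, stimulated with 6 nM IGF for 20 min at 37 °C, and lysed. Phospho-Akt Ser473 was read by HTRF as 665/615 ratio ×10^4.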
# D3 antag: qHTS of D3 Dopamine Receptor Antagonist: qHTS; D(3) dopamine receptor (Homo sapiens), P35462; D3R cells, DiscoveRx beta-arrestin luminescence, antagonist mode; active compounds read low; max response, negative = inhibition, %; 2.5% of 360,000 active; AID 652054, 2013; in the data active = max response below about -50%; inconclusive = no clear call, values can overlap the other calls; also: % is scaled to controls: 0 for no effect and ±100 for the full control effect; mostly tested at two doses, the higher about 12 µM
# Target sequence (P35462 whole entry, looked up): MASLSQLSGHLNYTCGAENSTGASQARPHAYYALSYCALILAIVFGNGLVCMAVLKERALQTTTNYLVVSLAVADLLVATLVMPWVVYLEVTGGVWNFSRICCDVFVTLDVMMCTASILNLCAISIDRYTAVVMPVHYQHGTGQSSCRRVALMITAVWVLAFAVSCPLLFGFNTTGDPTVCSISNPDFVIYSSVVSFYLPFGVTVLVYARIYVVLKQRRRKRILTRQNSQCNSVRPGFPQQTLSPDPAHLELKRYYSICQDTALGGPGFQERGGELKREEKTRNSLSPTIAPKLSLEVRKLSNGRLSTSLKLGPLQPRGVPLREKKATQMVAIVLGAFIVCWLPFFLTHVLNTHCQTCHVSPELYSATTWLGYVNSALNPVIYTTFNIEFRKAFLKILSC
#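 Cells expressing the human receptor were seeded at 1500 cells/well, incubated overnight at 37 degrees C in 5% CO2, then exposed to library compounds with dopamine controls for 90 minutes at 37 degrees C before luminescent detection.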
# EPAC2 antag: qHTS for Antagonist of cAMP-regulated guanine nucleotide exchange factor 2 (EPAC2): primary screen; Rap guanine nucleotide exchange factor 4 (Homo sapiens), Q8WZA2; EPAC2 GEF exchange of Rap1B-BODIPY-GDP, fluorescence; Potency, µM (series often up to 114 µM), inactives show at the highest dose activity, negative = inhibition, most hits filed as inhibitors; 0.18% of 360,000 active; AID 720708, 2013; also: potency is read from the fitted curve at half-maximal effect; % is scaled to controls: 0 for no effect and ±100 for the full control effect; nearly all actives have a fitted effect of over 45% in size; many of its hits are not listed in these tables
# PTHR1 agonist: qHTS for PTHR1 Agonists: Primary Screen; HEK293 GP2 PTHR1 cells, GloSensor cAMP luminescence, 1 h; Potency, µM (highest dose often 115 µM), inactives show at the top dose activation, actives largely listed as activators; 0.075% of 410,000 active; also: potency is read from the fitted curve at half-maximal effect; nearly all actives have a fitted effect of over 55% in size; some results filed as inactive show a strong effect at the top dose; inactives centre near -15; many of its hits are not listed in these tables
# Target sequence (Q03431 whole entry, looked up): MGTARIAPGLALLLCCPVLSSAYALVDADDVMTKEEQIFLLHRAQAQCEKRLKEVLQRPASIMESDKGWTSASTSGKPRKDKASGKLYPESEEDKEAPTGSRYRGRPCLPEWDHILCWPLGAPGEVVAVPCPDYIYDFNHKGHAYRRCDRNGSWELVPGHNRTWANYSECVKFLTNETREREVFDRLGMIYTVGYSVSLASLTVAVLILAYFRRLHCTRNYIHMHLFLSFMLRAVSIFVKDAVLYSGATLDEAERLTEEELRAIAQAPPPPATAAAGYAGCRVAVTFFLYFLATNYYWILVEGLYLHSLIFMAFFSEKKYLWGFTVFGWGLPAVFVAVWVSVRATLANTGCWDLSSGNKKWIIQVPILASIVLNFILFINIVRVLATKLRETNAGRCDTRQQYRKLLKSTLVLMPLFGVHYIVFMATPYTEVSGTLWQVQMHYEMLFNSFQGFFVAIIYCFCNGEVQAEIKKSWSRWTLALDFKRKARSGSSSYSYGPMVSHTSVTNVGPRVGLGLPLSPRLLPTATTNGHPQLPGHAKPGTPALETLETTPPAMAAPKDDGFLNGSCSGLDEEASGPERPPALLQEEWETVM
#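 HEK-293-derived GP2 cells expressing PTHR1 and a GloSensor cAMP reporter, 3,000/well, plated overnight, given luciferin plus IBMX (each 0.5 mM as added) for 1 h at 37 °C, then compound for 1 h at 37 °C. Luminescence was read after 15 min at room temperature.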
# D3 ag: qHTS of D3 Dopamine Receptor Agonist: qHTS; D(3) dopamine receptor (Homo sapiens), P35462; D3R DiscoveRx beta-arrestin cells, luminescence, 90 min; max activation, %; 0.58% of 410,000 active; AID 652048, 2013; in the data active = max activation above about 30%; also: 0% is about no effect; mostly tested at two doses, the higher about 12 µM
#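 Cells at 1500/well, incubated overnight, then treated with pinned compounds (dopamine as control) for 90 min at 37 degrees C. DiscoveRx reagent added for 30 - 60 minutes at room temperature; luminescence read.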
# * = called active by the depositor; i = inactive; ? = inconclusive; . = no result given; & = joins results of further samples; [ ] = remark or other dose. Unless noted, calls follow the shape of the dose curve; as a rule, active = well fitted curve in the direction sought with a large enough effect; inconclusive = small, poorly fitted or top-dose-only effect, or another doubt; inactive = no such curve, though single readings can be large; an effect the other way counts as inactive or inconclusive. The list is partial; rates above refer to the full screens.
nr	molecule	pAkt inh	MmCpn inh	CCT modulator	EPAC2 ag	D3 ag	D3 antag	PTHR1 agonist	EPAC2 antag
1	CCOC(=O)c1sc2nc(C)nc(NCCc3ccc(S(N)(=O)=O)cc3)c2c1C	i	-23%	0.9	1%	2	27	i	-11%
2	Cc1cccc(-c2ocnc2C(=O)Nc2ccccc2NC(=O)c2ccccn2)c1	i	?	-0.9	10%	7	8	-13%	-24%
3	CC(=O)NS(=O)(=O)c1ccc(NC(=O)CSc2ccc(C)cc2)cc1	i	1%	0.1	-3%	-4	-10	-5%	0%
4	O=c1[nH]n(-c2ccc(F)cc2)c2ncccc12	i	-3%	0.1	4%	-7	10	i	15%[57.1 µM]
5	Cc1cc2oc(=O)cc(CN3CCC(C)CC3)c2cc1C	i	-2%	-0.4	9%	-12	-72*	0%	-11%
6	COc1ccccc1CCC(=O)Nc1cc(S(=O)(=O)N2CCCCC2)ccc1N1CCN(C)CC1	i	-3%	3.0	4%	4	5	i	8%
7	Cc1ccc(C)c(N2CCN(C(=O)c3nn(C)c4c3CS(=O)(=O)c3ccccc3-4)CC2)c1	i	1%	-0.7	9%	11&3	34	-53%&-11%[inhibitor]	-16%
8	Cc1ccc(NC(=O)C2c3ccccc3Oc3ccccc32)nc1	i	0%	0.0	10%	11	5	i	-1%
9	O=C(CSc1nc2ccccc2[nH]1)c1ccco1	i	2%	-5.1	7%	-8	?	-8%[57.5 µM]	-2%
10	O=C(Nc1ccc(C(=O)O)cc1)/C(=C\C=C\c1ccccc1)NC(=O)c1cccc(Br)c1	i	-4%	-1.7	-17%	5	12	-29%	?
11	Cc1ccc(C)c(NC(=O)CCc2nnc3ccc(N4CCCCC4)nn23)c1	i	-1%	-0.4	0%	4	-21	i	1%
12	Nc1ccc(-c2nc3ccc(N)cc3s2)cc1	i	?	-0.2	0%	-3	6	-26%	8%
13	C=C1CCC2C(C)(C)[C@H](O)CC[C@@]2(C)[C@@H]1COc1cc(=O)oc2ccccc12 (stereo not given in full)	i	-1%	0.0	-1%	19	32	-19%	-14%
14	Cc1ccccc1-n1cc(CNC(=O)C2CCC(=O)N(C3CC3)C2)cn1 (stereo not given)	i	2%	-0.9	3%	-8	-13	-3%	-3%
15	O=C(NC(c1ccc(-c2ccccc2)cc1)c1cnccn1)C1CCN(CCCOc2ccccc2)CC1 (stereo not given)	i	.	-0.6	9%	-15	-73*	-23%	3%
16	CCOC(=O)c1cc(-c2ccc(Cl)cc2)nc2c1c(C)nn2CCC#N	i	-2%	-4.0	-4%	1	4	i	-5%
17	COc1ccccc1COCC(O)CN1CCN(S(=O)(=O)c2cccc(F)c2)CC1 (stereo not given)	i	1%	2.9	5%	6	4	i	-3%
18	Cc1cccc(Cc2nnc(CCC(=O)N3CCCC(CN4CCOCC4)C3)o2)c1 (stereo not given)	i	-1%	-0.1	2%	4	19	i	10%
19	CC(C(=O)Nc1cccnc1)N1C(=O)C2C3C=CC(C3)C2C1=O (stereo not given)	i	0%	-0.9	0%	1	-7	i	4%
20	Cc1cccc(-c2cc3nc(C)c(C)c(NCCCn4ccnc4)n3n2)c1	i	1%	-4.8	10%	-2	21	i	0%
21	COc1cc(OC)c(OC)cc1/C=N/Nc1ncnc2c1[nH]c1ccc(C)cc12	i	0%	-1.4	-7%	13	1	-1%	-12%
22	O=C1COc2ccc(S(=O)(=O)NCCc3ccc(Cl)cc3)cc2N1	i	1%	1.6	7%	3	28	-19%	3%
23	O=C(Cn1cc2c(n1)CCCC2)NCCCN1CCN(c2ccccc2F)CC1	i	1%	-46*	2%	1	-83*	-14%	3%
24	C[C@@H]1CN([C@H](C)CO)C(=O)CCCn2nncc2CO[C@H]1CN(C)S(=O)(=O)c1ccc2c(c1)OCCCO2	i	.	1.2	4%	1	-12	-19%	11%
25	Clc1cc2c(c(CSc3nc4ccccc4n4cccc34)c1)OCOC2	i	-6%	0.5	0%	-3	-2	i	-5%
26	N#CC1(NC(=O)COC(=O)c2cc(O)c3ccccc3c2O)CCCCC1	i	-1%	0.7	4%	0	0	-27%	-5%
27	CCOC(=O)C(NC(=O)Nc1ccc(F)cc1F)(Oc1ccc(F)cc1)C(F)(F)F (stereo not given)	i	0%	-1.3	3%	22	-4	i	2%
28	O=C(NC(=S)Nc1sc2c(c1C(=O)O)CCCC2)c1ccccc1	i	-10%	2.2	-3%	-6	-20	i	-11%
29	COC(=O)[C@@H](NC(=O)N1CCN(c2cccc(C(F)(F)F)c2)CC1)C(C)C	i	1%	-0.2	-21%	5	20	-5%[57.5 µM]	-2%
30	NC(=O)C1CN(C(=O)c2cccc(S(=O)(=O)N3CCc4ccccc43)c2)c2ccccc2O1 (stereo not given)	i	-2%	4.2	12%	-1	6	-25%	-24%
31	O=C(CCNC(=O)c1ccco1)Nc1ccc(OC(F)F)c(Cl)c1	i	1%	0.7	8%	-16	0	i	-7%
32	CCC(=O)Nc1nnc(/C=C/c2ccccc2)s1	i	2%	-2.8	4%	1	-9	i	2%
33	CC(=O)Nc1cc2c(cc1C(C)=O)OCCO2	i	-3%	-4.7	8%	-8	-4	-30%[57.5 µM]	2%
34	O=C(Nc1ccc2c(c1)OCO2)N1CCN(c2ccccc2Cl)CC1	i	0%	-0.8	19%	-38	?	-8%	-1%
35	Cc1ccccc1Cn1nnc(C(=O)Nc2ccc3c(c2)OCCO3)c1N	i	-3%	-1.5	-2%	-9	-4	-24%	-5%
36	O=C(NCc1ccccc1)C1=C[C@@H](C2CC2)C[C@@H](OCc2ccc(CO)cc2)O1	i	.	-0.8	9%	-5	-13	-14%	-5%
37	COc1ccc(C(C)C)cc1S(=O)(=O)N1CCC(C(=O)NCC2CCCO2)CC1 (stereo not given)	i	0%	0.7	-1%	10	7	-21%	2%
38	O=C1c2ccccc2S(=O)(=O)N1Cc1c(F)cccc1Cl	i	1%	-0.3	11%	0	3	-15%	-10%
39	CC1CN(Cc2ccccc2)c2nc3c(c(=O)n(C)c(=O)n3C)n2C1 (stereo not given)	.	-2%	-0.2	-4%	20	7	i	1%
40	COc1ccc(OC)c(-c2nn(-c3ccccc3)cc2C(=O)NCC(c2ccco2)N2CCCC2)c1 (stereo not given)	i	-1%	0.5	11%	-4	12	i	-5%

# Results in sequence from the entries so far:
# Entries 18 to 28 in pAkt inh, in turn: i, i, i, i, i, i, i, i, i, i, i
# Entries 18 to 28 in CCT modulator, in turn: -0.1, -0.9, -4.8, -1.4, 1.6, -46*, 1.2, 0.5, 0.7, -1.3, 2.2

# Carrying on.
nr	molecule	pAkt inh	MmCpn inh	CCT modulator	EPAC2 ag	D3 ag	D3 antag	PTHR1 agonist	EPAC2 antag
41	CN1C(=S)SC(/[N+]([O-])=C\c2ccccc2)C1(C)C (stereo not given)	i	0%	1.2	-5%	3	21	i	5%
42	CC1CCN(S(=O)(=O)c2ccc(NC(=O)CN3CCCCCC3)cc2)CC1	i	1%	0.4	9%	-21	-2	i	5%
43	CCCCCNC(=O)CN(c1ccc2c(c1)OCO2)S(C)(=O)=O	i	1%	-1.8	7%	-8	-6	i	6%
44	COC(=O)C1=CO[C@@H](O[C@@H]2O[C@H](CO)[C@@H](O)[C@H](O)[C@H]2O)[C@H]2[C@@H]1C(=O)C[C@@H]2C	i	-1%	-0.4	-1%	-10	-23	-17%	5%
45	CC(C)(C)c1ccc(C(=O)CSc2nc3ccccc3c(=O)[nH]2)cc1	i	-1%	-0.4	-4%	34*	47	i	2%
46	Cc1ccc(N=C2S/C(=C/c3cccc(OCC(=O)O)c3)C(=O)N2C)cc1C	i	0%	-3.9	8%	-21	-17	i	11%
47	Cc1cc(C)c2nc(-c3ccccn3)cc(C(=O)NCc3cc(C)n(C)n3)c2c1	i	-21%	-2.3	6%	-1	19	-45%	14%
48	C=C(C)CSC1=C(C#N)C(c2ccsc2)CC(=O)N1 (stereo not given)	i	0%	-1.9	-4%	-5	-17	-15%[57.5 µM]	-2%
49	O=C(Nc1nnc(SCc2cccc(F)c2)s1)c1ccco1	i	1%	-3.7	1%	-3	4	-14%	-2%
50	Cc1nn(CC(=O)N(C)C2(C#N)CCCCC2)c(C)c1[N+](=O)[O-]	i	-2%	2.4	0%	-4	-13	i	1%

# Brought forward from above: 2 entries, followed by the next part.
nr	molecule	pAkt inh	MmCpn inh	CCT modulator	EPAC2 ag	D3 ag	D3 antag	PTHR1 agonist	EPAC2 antag
49	O=C(Nc1nnc(SCc2cccc(F)c2)s1)c1ccco1	i	1%	-3.7	1%	-3	4	-14%	-2%
50	Cc1nn(CC(=O)N(C)C2(C#N)CCCCC2)c(C)c1[N+](=O)[O-]	i	-2%	2.4	0%	-4	-13	i	1%
51	O=C(c1ccc2nc(N3CCOCC3)sc2c1)N1CCN(c2ccc(Cl)cc2)CC1	i	1%	-2.1	6%	5	20	-25%	-17%
52	CCOc1ccccc1Oc1cn[nH]c1-c1ccc(OC)cc1O	i	1%	-1.3	-10%	3	56	-1%[57.5 µM]	-11%[57.1 µM]
53	Cn1c2c(c(=O)n(C)c1=O)NC1(N2)C(=O)Nc2ccccc21 (stereo not given)	i	-11%	-1.6	2%	-2	2	-11%	7%
54	CS(=O)(=O)N1c2ccccc2[C@@]2(Br)C[C@H]3C(=O)N[C@@H](Cc4ccccc4)C(=O)N3[C@@H]12	i	.	1.1	2%	-18	34	-43%[inhibitor]	7%
55	CCOc1ccc2c(c1)c(=O)c(S(=O)(=O)c1ccc(CC)cc1)cn2C	i	2%	-2.7	2%	-2	-27	i	-9%
56	COCCNC(=O)C1(C)CCCN(C(=O)c2ccccc2OC(F)(F)F)C1 (stereo not given)	i	.	0.8	9%	-3	-1	i	0%
57	CCCC(=O)NC(C)c1nc(-c2ccc(C)cc2)no1 (stereo not given)	i	.	-1.3	1%	5	0	-15%	7%
58	CC(=O)Nc1ccc(NC(=O)C(NC(=O)c2ccc(Cl)cc2)C(C)C)cc1 (stereo not given)	i	.	0.9	6%	2	-15	i	0%
